High-throughput results from PubChem BioAssay.
PP1 counter: blocks human PP1-alpha phosphatase, a PP5 counter-screen; 320,000 tested, 0.9% active; purified PP1alpha, OMFP fluorescence; inhibition, % at 6.7 µM; P62136;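 active = inhibition above the mean inhibition of all tested compounds plus 3 SD, computed separately for each screening campaign, cut at about 15% in these data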
CR mimetic SO: yeast age-related superoxide inhibition as caloric restriction mimetic; S. cerevisiae aged cells, superoxide DHE fluorescence; stronger effect = lower value; superoxide response (% of plate mean), % at 10 µM; 330,000 tested, 0.18% active; AID 2690;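 active = superoxide response under a set limit, about three screen SD below normal, cut at about 65% in these data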;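 also: yeast aged for seven days with compound at 30 °C before DHE staining; 100% = average MFI of all compound-treated wells on the plate with controls excluded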
ZTA DNA inh: counter-screen for EBNA-1 inhibitors: inhibitors of Epstein-Barr virus ZTA; AID 2234; inhibition, % at 11 µM; 320,000 tested, 0.15% active; ZTA-DNA binding, fluorescence polarization; P03206; in the data active = inhibition above about 33%
Target sequence (P03206 whole entry, looked up): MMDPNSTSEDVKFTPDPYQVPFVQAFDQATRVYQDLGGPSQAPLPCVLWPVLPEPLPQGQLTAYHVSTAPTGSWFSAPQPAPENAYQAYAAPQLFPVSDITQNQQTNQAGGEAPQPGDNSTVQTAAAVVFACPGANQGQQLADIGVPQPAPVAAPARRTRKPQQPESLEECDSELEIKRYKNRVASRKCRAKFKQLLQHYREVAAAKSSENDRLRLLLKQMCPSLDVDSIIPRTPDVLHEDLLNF
core dimer inh: HCV core protein dimerization inhibition. inhibition, % at 5 µM. 300,000 tested, 0.33% active. TR-FRET GST/Flag-core106 dimerization, 1536-well. AID 1899;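 active = inhibition above the mean of all tested compounds plus 3 SD, set per screening campaign, cut at about 45% in these data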
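Material: GST/Flag-tagged HCV core106 proteins. Incubation: 4 h, 22.5 °C incubation. Read-out basis: inhibition (%) from 671 over 617 nm ratio. Measured by: TR-FRET, excitation 340 nm, emission 617 and 671 nm.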
GASC-1 inh: inhibitors of human GASC-1 (JMJD2C) demethylase; GST-JMJD2C(1-420) H3K9me3 demethylation, DELFIA europium; inhibition, % at 2.35 µM; Q9H3R0; 330,000 tested, 0.069% active;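 active = more than half of a compound's replicate wells show inhibition beyond 50%, single wells judged on their own value; inconclusive = some, but no more than half, of replicates pass 50% inhibition; inactive = no replicate passes 50% inhibition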;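 also: signal counts dimethyl H3K9 product captured on neutravidin plate; 0% = median of DMSO wells and 100% = 0.3 times that DMSO median; strong numbers were not always called active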
Fh CTSL1 inh: counter-screen for PFM18AAP inhibitors: inhibitors of F. hepatica cathepsin L1; recombinant F. hepatica cathepsin L1, Z-Leu-Arg-MCA fluorescence; inhibition, % at 5.96 µM; 300,000 tested, 0.49% active; AID 1906;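 active = inhibition above the mean of all tested compounds plus 3 SD, set per screening campaign, cut at about 17% in these data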;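 also: 0% = plate median of test compound wells and 100% = 1 µM Z-Phe-Ala-diazomethylketone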
PP5 primary: blocks human protein phosphatase 5 activity; purified PP5c, OMFP substrate fluorescence; inhibition, % at 6.7 µM; 320,000 tested, 0.18% active; AID 1987;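 active = inhibition above the campaign's mean inhibition across all tested compounds plus 3 SD, cut at about 9.5% in these data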;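 also: 0% = DMSO only and 100% = 100 µM cantharidin control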
Target sequence (P53041 whole entry, looked up): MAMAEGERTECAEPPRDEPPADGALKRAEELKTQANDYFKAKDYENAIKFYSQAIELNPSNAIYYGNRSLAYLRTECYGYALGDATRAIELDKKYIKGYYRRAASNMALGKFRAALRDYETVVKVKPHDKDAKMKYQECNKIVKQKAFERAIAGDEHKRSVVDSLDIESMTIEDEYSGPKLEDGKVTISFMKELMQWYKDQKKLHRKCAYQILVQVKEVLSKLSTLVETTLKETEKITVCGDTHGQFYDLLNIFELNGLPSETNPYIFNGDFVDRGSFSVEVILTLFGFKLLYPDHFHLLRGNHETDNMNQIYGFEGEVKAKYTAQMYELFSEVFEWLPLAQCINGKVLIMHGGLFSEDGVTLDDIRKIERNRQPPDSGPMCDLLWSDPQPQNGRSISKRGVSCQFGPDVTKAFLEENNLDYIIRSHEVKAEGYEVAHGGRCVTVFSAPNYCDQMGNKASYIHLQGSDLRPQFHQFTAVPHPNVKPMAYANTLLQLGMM
TPT1 inh: inhibitors of Candida albicans tRNA 2'-phosphotransferase TPT1 | recombinant caTPT1, FP RNA substrate dephosphorylation | AID 1962 | 300,000 tested, 0.81% active | inhibition, % at 5 µM;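 active = inhibition above the mean of all tested compounds plus 3 SD, set per screening campaign, cut at about 24% in these data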;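 also: plate controls were DMSO alone for no effect and ferristatin control at 100 nM for full effect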
EBNA-1 inhibitor: blocks EBNA-1 binding to DNA; EBNA-1 DNA binding, fluorescence polarization; inhibition, % at 14.8 µM; 300,000 tested, 0.34% active; in the data active = inhibition above about 28%
* = called active by the depositor; ? = inconclusive; & = joins results of further samples.

Value order – CR mimetic SO	PP1 counter	Fh CTSL1 inh	PP5 primary	core dimer inh	ZTA DNA inh	GASC-1 inh	EBNA-1 inhibitor	TPT1 inh
> COc1ccc2cc(CN(CC3CCCO3)C(=S)Nc3ccccc3)c(=O)[nH]c2c1 (centres undefined)
  74	-2	-5	-0.2	3	-1	0	-5	1
> CCCn1c(SCC(=O)Nc2ccc3c(c2)OCCO3)nnc1-c1ccco1
  119	-8	0	-1.1	-3	-3	9	4	1
> Nc1nonc1-n1nnc(C(=O)N/N=C/c2cccnc2)c1-c1cccs1
  87	-2	-2	2.0	5	8	6	1	0
> Clc1ccccc1CSc1nnc(-c2ccncc2)o1
  101	4	-3	2.7	-4	-4	7	3	-3
> Nc1c(-c2ccccc2)cnn1-c1cccc(Cl)c1
  95	1	5	0.9	-11	-4	2	-1	0
> Nc1nc(-c2ccc(Br)cc2)c(S(=O)(=O)c2ccccc2)s1
  95	3	4	3.3	-7	-27	0	-23	-5
> Cc1cc(NC(=O)COn2nnc3ccc(S(C)(=O)=O)cc32)ccc1Br
  86	3	10	3.0	-4	6	4	4	-1
> O=C(CN(CCc1ccccc1)C(=O)c1csnn1)NCc1ccc(F)cc1
  91	0	0	1.3	-6	-16	3	0	-2
> COCc1nnc(NC(=O)c2ccc(S(=O)(=O)N3CCOCC3)cc2)o1
  103	-3	-10	4.8	-20	4	-1	2	-2
> CCOC(=O)C1CCCN(c2c(NCCN(CC)c3ccccc3)c(=O)c2=O)C1 (centres undefined)
  95	3	-1	-1.4	-7	9	5	13	-3
> NC(=O)c1ccc(CSc2nc3ccccc3s2)cc1
  136	0	-7	1.4	14	8	2	2	-3
> O=C(CCc1ccccc1)Nc1nc2nc(-c3ccccc3)cc(=O)n2[nH]1
  91	2	1	-1.2	4	5	7	-9	-1
> COc1ccc(CCNC(=O)CCS(=O)(=O)c2ccc(C)cc2)cc1OC
  88	0	-10	3.9	-1	-17	3	4	2
> Oc1ccc(CN2CCN(Cc3ccccc3)CC2)c2cccnc12
  105	7	-1	2.3	2	0	150	-22	-1
> CCCC1(C(=O)O)NC(c2cccc(OC)c2O)C2C(=O)N(c3ccccc3)C(=O)C21 (centres undefined)
  96	-3	1	-0.9	5	6	6	17	-1

Full records, quoted from the list. Order of values: CR mimetic SO | PP1 counter | Fh CTSL1 inh | PP5 primary | core dimer inh | ZTA DNA inh | GASC-1 inh | EBNA-1 inhibitor | TPT1 inh
Shown for Clc1ccccc1CSc1nnc(-c2ccncc2)o1 = 101 | 4 | -3 | 2.7 | -4 | -4 | 7 | 3 | -3
Shown for O=C(CN(CCc1ccccc1)C(=O)c1csnn1)NCc1ccc(F)cc1 = 91 | 0 | 0 | 1.3 | -6 | -16 | 3 | 0 | -2

Carrying on.
Value order – CR mimetic SO	PP1 counter	Fh CTSL1 inh	PP5 primary	core dimer inh	ZTA DNA inh	GASC-1 inh	EBNA-1 inhibitor	TPT1 inh
> CC1=NNC(=O)/C1=C\c1cn(-c2ccccc2)nc1-c1cccs1
  115	19*	2	3.3	17	-7	3	4	2
> Cc1ccc2c(c1)sc(=NC(=O)C1CC1)n2C
  96	-3	1	-0.3	-1	-7	-4	-10	3
> CCCCCNCc1ccc(Br)cc1
  114	3	4	1.6	-12	17	4	3	0
> O=C(COc1ccc(Cl)cc1)NCCN1CCCCC1
  96	-3	0	0.9	2	2	-18	-5	-1
> CC(C)(C)NC(=O)CN(C(=O)CNC(=O)c1cccs1)c1ccccc1F
  96	0	-1	-0.5	4	1	2	-3	1
> O=C(CCSCc1ccccc1Cl)N1CCN(c2ccccn2)CC1
  107	2	-3	2.2	-3	-9	7	13	-1
> Cn1c(N)c(C(C[N+](=O)[O-])c2c(F)cccc2Cl)c(=O)n(C)c1=O (centres undefined)
  109	2	-4	0.2	-2	4	5	-21	2
> CCOC(=O)N1C(=O)[C@](c2ccc(Cl)cc2)(C(C)C)N1C(=O)OCC
  95	1	3	4.3	4	-5	-9	-1	0
> CC(NC(=O)NCc1cccnc1)(C(F)(F)F)C(F)(F)F
  103	4	2	1.8	-5	-22	-156	-13	-5
> COc1cc(C=NCC2OCCc3ccccc32)cc(OC)c1 (centres undefined)
  95	-3	2	-0.4	-1	-9	-3	-10	1
> Cc1c(-n2c(SCC(=O)O)nnc2-c2ccccc2Br)c(=O)n(-c2ccccc2)n1C
  108	-1	-2	-2.1	-2	3	-5	-4	-1
> CCCn1c(N)[n+](CC(=O)c2ccco2)c2ccccc21
  99	-2	-1	0.9	-6	12	45	8	-5
> COc1ccc(NC(C)=O)cc1C
  102	0	-1	-2.5	5	8	-8	10	-2
> CCOC(=O)C1=C2c3ccc4ccccc4c3CC(C)(C)N2C(=O)C1=O
  117	-1	-1	0.1	8	15	8	0	-7
> Cc1ccc(NC(=O)c2ccc(Cl)c(S(=O)(=O)N3CCCCCC3)c2)nc1
  106	-2	-5	3.2	0	-15	-7	-4	-1
> Oc1ccc(C[C@@H]2CNCCN2CCc2cccc3ccccc23)cc1
  96	-2	3	-1.9	4	15	-13	13	-2
> O=C(Nc1ccncc1)c1ccc(N2CCCC2=O)cc1
  112	-6	1	1.8	-5	6	0	-6	1
> COC(=O)[C@@]1(Cc2ccc(OC)cc2)[C@H]2c3cc(C(=O)N4CCCC4)n(CCSCCO)c3C[C@H]2CN1C(=O)c1ccccc1
  102	-1	4	1.0	0	-17	5	-15	1
> CC(C)[C@H](NC(=O)OC(C)(C)C)C(=O)N/N=C/c1cccc2nccnc12
  87	-7	6	-2.6	-6	-7	5	-1	-1
> CN(C)CCNCCCOc1ccccc1-c1ccccc1
  89	2	1	-0.5	0	-23	11	3	-2
> COc1ccc(NC2=C(Cl)C(=O)N(CCc3ccccc3)C2=O)cc1
  107	0	3	4.9	15	4	7	2	16
> Cc1cc(C)c2cc(CN(Cc3ccc4c(c3)OCO4)Cc3nnnn3Cc3ccco3)c(=O)[nH]c2c1
  104	8	3	2.9	20	-1	0&0	-5	4
> C=CCn1c(CNC(=O)c2ccccc2F)nnc1SCC(=O)N1CCOCC1
  94	7	-2	0.5	-7	12	-1	-6	1
> O=C(O)C(=O)/C(=C\c1cccc2ccccc12)c1ccc2ccccc2n1
  114	-1	5	1.3	19	2	0	15	49*
> COC(=O)CNC(c1ccccc1)c1cc(Br)ccc1NC(C)=O (centres undefined)
  99	-4	0	2.3	-2	-7	2	4	-1
> Cc1nn2c3ccccc3n(C)c2nc1=O
  108	8	-2	0.6	0	-1	-2	-5	-3
> N#Cc1ccc(-c2nnnn2-c2ccc3c(c2)OCO3)cc1
  96	-1	0	1.4	13	7	-1	3	-3
> COc1ccc(N(CC(=O)NC2CCCCC2)C(=O)CCCC(=O)Nc2ccccn2)c(OC)c1
  103	-1	2	-0.9	-1	0	-9	11	-2
> O=C(COC(=O)c1ccccc1Nc1ccc(SC(F)F)cc1)NCc1ccco1
  85	-4	3	1.9	5	-11	1	-2	2
> O=C(Cn1nc(-c2ccccc2)ccc1=O)NCc1ccc(F)cc1
  95	0	4	2.8	-5	-4	2	6	-1

Next part, starting with the last 2 of the part before.
Value order – CR mimetic SO	PP1 counter	Fh CTSL1 inh	PP5 primary	core dimer inh	ZTA DNA inh	GASC-1 inh	EBNA-1 inhibitor	TPT1 inh
> O=C(COC(=O)c1ccccc1Nc1ccc(SC(F)F)cc1)NCc1ccco1
  85	-4	3	1.9	5	-11	1	-2	2
> O=C(Cn1nc(-c2ccccc2)ccc1=O)NCc1ccc(F)cc1
  95	0	4	2.8	-5	-4	2	6	-1
> CCn1cc(C(=O)O)c(=O)c2cc(F)c(N3CCN(S(=O)(=O)c4ccc(NC(=O)OC)cc4)CC3)cc21
  108	13	-2	4.5	-2	-4	1	-10	-3
> O=C(NC1CCCCC1)c1ccc(NS(=O)(=O)c2cccc3cccnc23)cc1
  87	0	-2	-0.5	3	-6	8	7	-3
> O=C(NCCO)C(=O)NCC1OCCCN1S(=O)(=O)c1cc(F)ccc1F (centres undefined)
  102	-3	-3	-0.3	6	20	9	0	-2
> COc1ccc(S(=O)(=O)N2CCC(C(=O)Oc3ccc(C)cc3)CC2)cc1OC
  106	-2	2	2.5	1	-5	-2	5	-3
> CCC(=O)N1CCc2cc(S(=O)(=O)CCC(=O)NCCc3ccc(S(N)(=O)=O)cc3)ccc21
  87	0	-1	-0.4	6	-3	26	-8	-2
> Cc1ccc(S(=O)(=O)N(C)C)cc1NC(=S)N(C)C1CCN(C)CC1
  96	-12	-11	-0.3	5	0	-22	-26	3
> N#Cc1ccsc1NC(=O)CN1CCN(c2ccccc2O)CC1
  106	-1	-2	1.8	27	5	1	-2	2
> O=c1[nH]c(CSc2ccccn2)nc2ccccc12
  109	-5	2	1.1	6	-8	-2	12	2
> C=CCN1C(=O)N/C(=C/c2ccc(N3CCOCC3)o2)C1=O
  96	-2	5	3.3	-36	-14	8	-3	29*
> COc1ccc(/C=N/NC(=O)c2cc(C)oc2C)cc1OCc1ccccc1
  100	4	6	4.2	0	-3	-38	8	-2
> CC1CCCCN1CCNC(=O)C1CC(=O)N(c2ccc(F)c(Cl)c2)C1 (centres undefined)
  103	-1	-2	-0.4	-6	3	5	0	-2
> CC(=O)c1cccc(NC(=O)c2ccc(NS(=O)(=O)c3c(C)noc3C)cc2)c1
  106	-4	6	-1.6	-3	-5	?	-5	-2
> FC(F)(F)c1cc(Cl)c2nnc(C(F)(F)Cl)n2c1
  99	-8	-3	-0.1	-4	0	6	-9	-1
> Cc1cccc(CCNC(=O)C2CCCN(c3ncnc4c3nc3n4CCCCC3)C2)c1 (centres undefined)
  117	-1	0	-0.4	5	10	-13	2	-2
> C/C(=N\NC(=S)Nc1cc(S(=O)(=O)N2CCOCC2)ccc1Cl)c1ccccc1F
  104	-2	-2	0.1	16	-6	24	2	-5

Ordered by SMILES length (falling): 7 of the compounds above
Value order – CR mimetic SO	PP1 counter	Fh CTSL1 inh	PP5 primary	core dimer inh	ZTA DNA inh	GASC-1 inh	EBNA-1 inhibitor	TPT1 inh
> CCn1cc(C(=O)O)c(=O)c2cc(F)c(N3CCN(S(=O)(=O)c4ccc(NC(=O)OC)cc4)CC3)cc21
  108	13	-2	4.5	-2	-4	1	-10	-3
> CC(=O)c1cccc(NC(=O)c2ccc(NS(=O)(=O)c3c(C)noc3C)cc2)c1
  106	-4	6	-1.6	-3	-5	?	-5	-2
> COc1ccc(S(=O)(=O)N2CCC(C(=O)Oc3ccc(C)cc3)CC2)cc1OC
  106	-2	2	2.5	1	-5	-2	5	-3
> O=C(NCCO)C(=O)NCC1OCCCN1S(=O)(=O)c1cc(F)ccc1F (centres undefined)
  102	-3	-3	-0.3	6	20	9	0	-2
> COc1ccc(/C=N/NC(=O)c2cc(C)oc2C)cc1OCc1ccccc1
  100	4	6	4.2	0	-3	-38	8	-2
> C=CCN1C(=O)N/C(=C/c2ccc(N3CCOCC3)o2)C1=O
  96	-2	5	3.3	-36	-14	8	-3	29*
> FC(F)(F)c1cc(Cl)c2nnc(C(F)(F)Cl)n2c1
  99	-8	-3	-0.1	-4	0	6	-9	-1
